BAP1 inh = inhibitors of BAP1 deubiquitinase, primary screen, biochemical, Ub-AMC fluorescence, kinetic; AID 436, 2006; 72,000 compounds, 0.48% hits; recombinant BAP1, Ub-AMC hydrolysis fluorescence kinetic; hits give low values; Ubiquitin carboxyl-terminal hydrolase BAP1 (Homo sapiens), Q92560; activity remaining (% of control), % at 20 µM;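 active = activity remaining at or below 50% of control, provided the compound also passes the data quality filters; inactive = the rest, including low values that fail the filters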;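 also: 100% = DMSO wells rate and 0% = substrate alone blank rate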
Target sequence (Q92560 whole entry, looked up): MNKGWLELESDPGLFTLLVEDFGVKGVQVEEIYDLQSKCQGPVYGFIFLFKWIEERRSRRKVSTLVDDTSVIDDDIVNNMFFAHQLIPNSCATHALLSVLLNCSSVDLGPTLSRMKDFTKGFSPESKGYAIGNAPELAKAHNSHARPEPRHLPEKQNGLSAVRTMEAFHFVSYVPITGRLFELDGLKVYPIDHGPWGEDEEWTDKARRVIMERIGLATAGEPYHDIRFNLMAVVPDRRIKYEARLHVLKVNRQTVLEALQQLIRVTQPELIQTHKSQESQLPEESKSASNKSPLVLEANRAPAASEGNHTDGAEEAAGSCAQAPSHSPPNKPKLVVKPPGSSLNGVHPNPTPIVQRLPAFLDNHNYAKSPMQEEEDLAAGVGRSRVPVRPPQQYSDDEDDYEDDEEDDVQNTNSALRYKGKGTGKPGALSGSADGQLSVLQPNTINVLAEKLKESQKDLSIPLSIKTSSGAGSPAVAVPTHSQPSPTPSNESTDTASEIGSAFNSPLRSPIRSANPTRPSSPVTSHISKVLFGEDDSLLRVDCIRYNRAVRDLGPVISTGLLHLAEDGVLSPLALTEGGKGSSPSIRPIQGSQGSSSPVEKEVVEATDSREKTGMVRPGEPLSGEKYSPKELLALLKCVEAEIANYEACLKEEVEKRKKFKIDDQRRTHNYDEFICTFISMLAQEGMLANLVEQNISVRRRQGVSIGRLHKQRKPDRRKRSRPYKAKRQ
HePTP inhibitor = inhibitors of human HePTP phosphatase, primary screen, biochemical, absorbance, leukemia target | 110,000 compounds, 0.64% hits | recombinant HePTP phosphatase activity, OD absorbance | AID 521, 2006 | inhibition, % at 20 µM; in the data active = inhibition above about 50%;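 also: plate controls were vehicle for no effect and reference inhibitor for full effect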
* hit, by the source's call; nt = not tested or not shown; & = joins results of further samples.

1	CCC(Sc1nnc2c3ccccc3n(C)c2n1)C(=O)Nc1ncccc1Cl (stereo not drawn)
2	CC(=O)C(/C=N/c1ncc(C(F)(F)F)cc1Cl)=C(\C)O
3	Cc1ccc(NC(=O)CN2C(=O)COc3ccc(C)cc32)nc1
4	O=C(N/N=C/c1c[nH]c2ccc(Br)cc12)c1ccccc1O
5	O=C(CCCSc1nc2ccccc2s1)NC1=NCCS1
6	Cc1cc(C)c(S(=O)(=O)Nc2cccc3ccc(C)nc23)c(C)c1
7	COC(=O)CN1C(=O)COc2ccc(Cl)cc21
8	CCOC(=O)c1ccc(NC(=O)C(CC)CC)cc1
9	O=C(c1ccc(NS(=O)(=O)c2cccc3cccnc23)cc1)N1CCOCC1
10	COc1ccc(-n2c(Cc3cccn3C)nnc2SCC(=O)NC2CCCC2)cc1
entry no.	1	2	3	4	5	6	7	8	9	10
BAP1 inh	nt	nt	102.5	nt	104.6	nt	97.3	102.5	111.8	96.0
HePTP inhibitor	-5.7	6.8	5.0	-18.9	6.4	-10.0	1.6	7.2	nt	5.2

Random excerpt: 3 compounds from above
9	O=C(c1ccc(NS(=O)(=O)c2cccc3cccnc23)cc1)N1CCOCC1
6	Cc1cc(C)c(S(=O)(=O)Nc2cccc3ccc(C)nc23)c(C)c1
2	CC(=O)C(/C=N/c1ncc(C(F)(F)F)cc1Cl)=C(\C)O
entry no.	9	6	2
BAP1 inh	111.8	nt	nt
HePTP inhibitor	nt	-10.0	6.8

Remaining list, next part.
11	COc1cccc(CN2CCN(C(=O)c3ccc(-c4ccccc4)cc3)CC2)c1OC
12	COc1ccc(/C=C2\SC(=S)N(CCC(=O)OC3CCCCC3)C2=O)cc1
13	CC(C)N(CCO)C(=O)C(c1ccccc1)c1ccccc1
14	O=C(Nc1c(C(=O)NCc2ccco2)cnn1-c1ccccc1)c1cccc(F)c1
15	O=C1/C(=C/C2CC=CCC2)SC(=S)N1C1CCS(=O)(=O)C1 (stereo not drawn)
16	Cc1ccc2c(c1)NC(=O)C(CC(=O)NCc1cccnc1)O2 (stereo not drawn)
17	OCn1nc(-c2ccccc2Br)oc1=S
18	COc1ccc(OC)c(-c2cc(C(=O)Nc3cc(C)n(Cc4ccc(Cl)cc4)n3)no2)c1
19	O=C(COc1ccc(Cl)cc1)Nc1ccc(N2CCCCC2)c(Cl)c1
20	Cc1nnc(SCc2cc(=O)oc3cc(O)ccc23)s1
entry no.	11	12	13	14	15	16	17	18	19	20
BAP1 inh	nt	nt	103.0	111.2	nt	92.0	nt	nt	nt	53.4
HePTP inhibitor	-0.5	6.6	12.6	-1.2&8.4	10.2	2.2	-11.8	-5.4	4.4	nt

21	CC(C)CN1C(=O)c2ccc(C(=O)Nc3ccccc3C(=O)O)cc2C1=O
22	O=C(NCCO)C1COc2ccccc2O1 (stereo not drawn)
23	N#Cc1ccccc1NCc1ccccc1
24	C=CCN1C(=O)/C(=C\c2cn(Cc3ccc([N+](=O)[O-])cc3)c3ccccc23)C(=O)NC1=S
25	COc1ccc(OC)c(NC(=O)CN2CCC(C(=O)c3ccc(C)cc3)CC2)c1
26	Cc1ccc(NC(=O)Cn2c(=O)n(CCCCC(=O)NCc3ccco3)c(=O)c3ccccc32)cc1
27	O=C(N/N=C/c1ccc2c(c1)OCO2)c1sc2cc(Cl)ccc2c1Cl
28	CC(=O)n1cc(/C=C2\C(=O)NC(=S)N(c3cccc4ccccc34)C2=O)c2ccccc21
29	CCCN1CCN(C(=O)c2cccc3c2C(=O)N(CCOC)C3)CC1
30	O=C(Cn1c(=O)[nH]c2ccsc2c1=O)NC1CCCCC1
entry no.	21	22	23	24	25	26	27	28	29	30
BAP1 inh	nt	nt	62.6	nt	58.0	94.8	nt	nt	95.9	nt
HePTP inhibitor	-4.3	9.9	-2.2	15.9	4.5	-6.3	57.7*	-14.3	-6.7	-13.4

31	CS(=O)(=O)N(CC(=O)Nc1ccc2c(c1)OCCO2)c1ccc2c(c1)OCO2
32	O=C1NC(=S)S/C1=C/c1ccc(-c2ccc(F)cc2)o1
33	O=S(=O)(Nc1ccc(N2CCOCC2)cc1)c1cccs1
34	O=C(O)C(Cc1ccc(O)cc1)c1ccccc1 (stereo not drawn)
35	O=C(CCCOc1ccc(Cl)cc1Cl)Nc1ccc2c(c1)COC2=O
36	CC(=O)C1=C(C)OC(N)=C(C#N)C1c1ccco1 (stereo not drawn)
37	Cc1ccc(S(=O)(=O)Nc2ccccc2Br)cc1[N+](=O)[O-]
38	CC1=CC(C)(C)N(C(=O)c2ccc([N+](=O)[O-])cc2)c2ccccc21
39	Cc1ccc(OCCOc2cccc(/C=C3/SC(=S)N(C)C3=O)c2)cc1C
40	CCCN1CCC(=NNC(=O)c2ccccc2O)CC1
entry no.	31	32	33	34	35	36	37	38	39	40
BAP1 inh	60.7	nt	141.9	nt	nt	106.4	nt	nt	nt	nt
HePTP inhibitor	2.9	-10.6	2.3	-25.9	-16.5	8.4	0.9	9.2	-12.0	-5.5

41	CC(C)(C)c1ccc(C(=O)/C=C2\NC(=O)CS2)cc1
42	O=c1c2c(nc3n1CCCCC3)-c1ccccc1CC21CCCC1
43	CCOC(=O)c1cnc(-n2nc(C)cc2C)nc1Nc1cccc(C(C)=O)c1
44	COc1cccc(NC(=O)Nc2nnc(N3CCCCC3C)s2)c1 (stereo not drawn)
45	c1ccc2c(c1)nc(N1CCOCC1)c1ccccc12
46	N#Cc1ccc2c(c1)nc1c3cccc4cccc(c(=O)n21)c43
47	CCc1ccc(C2C(C(=O)OC)=CN(Cc3ccc(C)cc3)C=C2C(=O)OC)s1
48	CCOC(=O)N1CCN(C(=O)Cc2cccs2)CC1
49	Cc1cc(NC(=O)c2ccccc2NS(=O)(=O)c2c(C)c(C)cc(C)c2C)no1
50	CN1C(=S)SC(C)(C)C1/[N+]([O-])=C/c1cccnc1 (stereo not drawn)
entry no.	41	42	43	44	45	46	47	48	49	50
BAP1 inh	81.7	84.9	70.5	60.4	nt	nt	nt	98.3	nt	100.5
HePTP inhibitor	-6.3	2.3	0.2	5.6	3.3	64.8*	-7.3	2.6	11.7	9.2

A second format for 2 compounds above:
(45) c1ccc2c(c1)nc(N1CCOCC1)c1ccccc12
  BAP1 inh: nt	HePTP inhibitor: 3.3

(46) N#Cc1ccc2c(c1)nc1c3cccc4cccc(c(=O)n21)c43
  BAP1 inh: nt	HePTP inhibitor: 64.8*

More results follow.
51	Cc1nnc(NC(=O)CSc2nnc3c4ccccc4n(C(C)C)c3n2)s1
52	O=c1[nH]c(SCc2cccc(Cl)c2)nc2c1CCCC2
53	CCOC(=O)Nc1oc2ccccc2c(=O)c1CN1CCOCC1
54	Cc1cc(C)c(C#N)c(=N)o1
55	Cc1ccc2c(c1)C1C=CCC1C(c1ccccc1[N+](=O)[O-])N2 (stereo not drawn)
56	CC(=O)c1cccc(NC(=O)Cn2cnc([N+](=O)[O-])n2)c1
57	O=C(N/N=C/c1ccc(O)cc1)c1cc(C2CC2)[nH]n1
58	Cc1ccc(C(=O)N2CCN(c3ccccc3)CC2)cc1C
59	CCOC(=O)CNC(c1ccccc1)c1cc(Br)ccc1N (stereo not drawn)
60	O=C(CCN1C(=O)c2ccccc2C1=O)Nc1cccc(Cl)c1
entry no.	51	52	53	54	55	56	57	58	59	60
BAP1 inh	nt	81.0	92.4	nt	nt	nt	nt	98.0	nt	nt
HePTP inhibitor	1.0	9.1	4.7	6.9	0.4	-3.9	-4.9	-1.0&6.2	1.8	1.6

61	CCOc1ccc(-n2c(-c3ccccc3)n[nH]c2=S)cc1
62	Cc1cc(C)n2nc(C(=O)Nc3cccnc3)nc2n1
63	Cc1cnc(NC(=O)CSc2nnc(-c3cccs3)n2C)s1
64	Cn1c(NC(=O)CC2CCCCC2)cc(=O)n(C)c1=O
65	N#Cc1c(NCCO)nc(NCc2ccccc2)c2c1CCN(Cc1ccccc1)C2
66	Brc1ccccc1CN1CCC(N2CCCCC2)CC1
67	Cc1ccc(-c2cc(C(=O)NCCCn3ccnc3)c3cc(Br)ccc3n2)o1
68	CCOc1ccccc1C1C(C#N)=C(N)Oc2cc(C)n(Cc3ccccn3)c(=O)c21 (stereo not drawn)
69	COC(=O)c1ccc(N2C(=O)CC(Sc3n[nH]c(C)n3)C2=O)cc1 (stereo not drawn)
70	CCOC(CCl)S(=NS(=O)(=O)c1ccccc1)c1ccccc1I (stereo not drawn)
entry no.	61	62	63	64	65	66	67	68	69	70
BAP1 inh	nt	161.2	103.7	89.7	97.4	92.8	55.6	103.9	92.8	101.6
HePTP inhibitor	2.6	-16.6	5.3	10.6	5.0	-13.7	8.2	8.1	9.5&-3.2	nt

71	C=CCOc1ccc(CN2CCCCC2)cc1
72	COc1cccc(OCC(=O)NCc2ccncc2)c1
73	COc1cc2c(cc1NC(=O)c1cccc(I)c1)oc1ccccc12
74	Nc1ccccc1NC1=CC(=O)CC(c2ccco2)C1 (stereo not drawn)
75	CCc1c(C)nc2ncnn2c1N1CCCC(C(=O)NCc2ccco2)C1 (stereo not drawn)
76	O=C1c2cccnc2C(=O)N1c1ccccc1-c1ccccc1
77	COc1cc([N+](=O)[O-])cc(/C=C2/C(=O)NC(=O)N(c3ccccc3)C2=O)c1O
78	N#Cc1c(-c2cccnc2)c2c([nH]c1=S)CCCC2
79	COC(=O)c1cc(OC)c(OC)cc1NC(=O)CC1CCCCC1
80	Cc1nn(-c2cccc(C(=O)O)c2)c(C)c1Oc1ccccc1O
entry no.	71	72	73	74	75	76	77	78	79	80
BAP1 inh	nt	nt	nt	89.5	105.0	82.5	nt	84.4	166.9	112.1
HePTP inhibitor	-7.0	2.6	5.4	12.9	4.3	3.0	4.7	-4.6	-0.1	9.3

81	CN1C(=O)/C(=C\c2ccccc2OCc2ccc(Cl)cc2)SC1=S
82	CCOC(=O)c1c(N)sc(C(=O)Nc2cccc(C(F)(F)F)c2)c1C
83	Cc1c(NC(=O)CN2C(=O)/C(=C/c3ccccc3Cl)SC2=S)c(=O)n(-c2ccccc2)n1C
84	C=CCNC(=O)C(=O)NCCN1CCOCC1
85	C=CCN1C(=O)C(C)(C)N(C(C)=O)c2ccccc21
86	Cc1oc(-c2ccccc2F)nc1CS(=O)CC(=O)NCc1ccc2c(c1)OCO2 (stereo not drawn)
87	COc1ccc(NC(=O)/C=C/c2ccccc2Cl)c([N+](=O)[O-])c1
88	CCOC(=O)C1=C(c2ccccc2)N=c2s/c(=C\c3cccnc3)c(=O)n2C1c1ccc(OC)c(OC)c1 (stereo not drawn)
89	Cc1cc(C(=O)COC(=O)C2=COCCO2)c(C)n1-c1ccc2c(c1)OCO2
90	COc1ccc2c(c1)C(C)=CC(C)(C)N2C(=O)CN1C(=O)c2cccc([N+](=O)[O-])c2C1=O
entry no.	81	82	83	84	85	86	87	88	89	90
BAP1 inh	nt	78.7	nt	nt	104.0	103.7	nt	nt	53.9	57.7
HePTP inhibitor	0.8	5.1	-16.2	-5.4	2.6	2.7	7.8	-4.5	8.6	nt

91	CC(C)OCCCNc1nc2c(c(=O)n(Cc3ccccc3F)c(=O)n2C)n1C
92	O=C(/C=C/c1ccc(Cl)cc1)Nc1ccccc1C(F)(F)F
93	CCCN1CCC(=NNC(=O)c2cccc3ccccc23)CC1
94	Cc1ccc2nc(NC(=O)C3CC=CCC3C(=O)O)sc2c1 (stereo not drawn)
95	COc1ccc(Cl)cc1C(=O)Nc1cccc(S(N)(=O)=O)c1
96	Cc1c(N(C(=O)c2ccccc2)C(=O)c2ccccc2)c(=O)n(-c2ccccc2)n1C
97	O=C(Cn1c(=O)sc2ccccc21)Nc1nc2c(s1)CCCC2
98	Cc1ccc(C(=O)Nc2ccc3c(c2)CCC3)o1
99	COc1c(OC(C)=O)ccc(/C=N\NC(=O)COc2cccc(Cl)c2)c1[N+](=O)[O-]
100	CCN(CC)S(=O)(=O)c1ccc2c(c1)nc(SCn1nnc3ccccc3c1=O)n2CC
101	COc1ccc(OC)c(S(=O)(=O)NCc2cccnc2)c1
102	CCOC(=O)CSC1=C(C#N)C(c2ccc(Cl)cc2)CC(=O)N1 (stereo not drawn)
103	COCC(C)NC(=O)c1cc(-c2ccccc2OC)on1 (stereo not drawn)
entry no.	91	92	93	94	95	96	97	98	99	100	101	102	103
BAP1 inh	105.8	nt	nt	nt	nt	nt	79.8	nt	nt	86.5	99.5	95.6	96.5
HePTP inhibitor	-1.2	5.3	-6.8	2.7	0.3	10.0	nt	7.1	-6.7	11.8	3.4	-8.4	9.4

Entries of single compounds, looked up by structure. Screens in order: BAP1 inh, HePTP inhibitor
COc1ccc(OC)c(S(=O)(=O)NCc2cccnc2)c1 in the list: 99.5, 3.4
COCC(C)NC(=O)c1cc(-c2ccccc2OC)on1 (stereo not drawn) in the list: 96.5, 9.4

Compound activity from PubChem BioAssay.
